Screening data as filed in PubChem.
Pf Dd2 growth = qHTS Primary assay for Inhibitors of Plasmodium falciparum Dd2 growth in vitro. P. falciparum Dd2 growth, SYBR Green, 72 h. Potency, µM (highest dose often 28.9 µM), without a hit: at the highest dose activity, negative = inhibition, usual class: inhibitors. hit rate 4.3% among 120,000. AID 1347417, 2020; active means well fitted inhibition curve with a large enough effect; inconclusive means small, poorly fitted or top-dose-only effect; inactive means no such curve, though single readings can be large or run the other way;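 further: plate controls were DMSO vehicle for no effect and reference drug for full effect; nearly all actives have a fitted effect of over 65% in size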
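Readout: SYBR Green fluorescence, 485 nm excitation, 535 nm emission, after ~16 h lysis at 37C. Before that, Dd2-infected red cells (2.5% hematocrit) grew 72 h with compound, 29 uM top final concentration.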
Active calls of the source: *; i = inactive; ? = inconclusive; [ ] = another dose, or the depositor's remark. Potency means the concentration at half of the fitted maximal effect. The list is partial. The share of hits here may be higher or lower than overall.

| molecule | Pf Dd2 growth |
| --- | --- |
| CN1C(=O)CCC2(CNC(=O)c3n[nH]c4ccccc34)CCC=C12 (stereo not drawn) | ? |
| COC(=O)c1ccc(NC(=O)CN(C)S(=O)(=O)c2ccc3c(c2)CCCC(=O)N3)cc1 | -13% |
| O=C(C1CC1)N1CCN(c2nc3c(F)cc(F)cc3s2)CC1 | 23% |
| COc1cc(=O)n2c(c1C(=O)Nc1ccc(C(F)(F)F)cc1)CCCC2 | -2% |
| COC(=O)c1ccc2c(=O)n(CCc3ccc(S(N)(=O)=O)cc3)c(SCC(=O)C(C)(C)C)nc2c1 | ? |
| O=C(C1CCCNC1)N1CCCn2cc(-c3ccccc3F)nc21 (stereo not drawn) | ? |
| Cc1cnc(C2CCOCC2)n1C1CCCN(S(=O)(=O)c2cn(C)cn2)C1 (stereo not drawn) | 2% |
| COc1cccc(-c2nc3cnccn3c2NCCC(=O)NC2CCCCCC2)c1 | i |

(further entries)
| molecule | Pf Dd2 growth |
| --- | --- |
| COc1ccc(NC(=O)CSc2nnc(-c3nonc3NC(C)=O)n2C)cc1Cl | 7% |
| CCN(C(=O)CC1COc2ccc(C(=O)N3CCOCC3)cc2N1C)C(C)C (stereo not drawn) | 2% |
| CCOC(=O)C1(Cc2cccc(Cl)c2)CCCNC1 (stereo not drawn) | ? |
| Cc1ccc(C2c3[nH]c4ccccc4c3CCN2C(=O)CSc2ccccc2)cc1 (stereo not drawn) | ? |
| COC[C@@H]1CN(C(=O)c2cc3ccccc3[nH]2)C[C@H]1c1ccncc1 | ? |
| C[C@]1(CO)[C@H]2Cc3sc(NC(=O)C4CCCCC4)nc3[C@@H](CC(=O)NCc3cccs3)[C@]2(C)CC[C@H]1O | ? |
| CC(C)(C)OC(=O)N1CCC(c2c(C(=O)NCCN3CCOCC3)cnn2-c2cccc(Cl)c2)CC1 | 10µM* |
| O=C(NCCc1ccccc1)C1CCN(Cc2cc3ccccc3n2Cc2ccccc2)CC1 | ? |

The listing continues:
| molecule | Pf Dd2 growth |
| --- | --- |
| Cc1ccc(C2Cn3nnc(-c4nc(-c5cccnc5)no4)c3CO2)c(C)c1 (stereo not drawn) | -15% |
| O=C(c1ccc(C(F)(F)F)cc1)N1CCCC2(CN[S+](=O)([O-])c3ccccc3N2)C1 (stereo not drawn) | i |
| C=CCNC(=O)NC[C@H]1C[C@@H]2CCN1C[C@@H]2c1cc(-c2ccco2)nc(C)n1 | -3%[44.1 µM] |
| CC(C)c1noc(-c2cn(C3CCN(C(=O)c4ccc5[nH]ccc5c4)CC3)nn2)n1 | ? |
| Cc1ccc2cccc(NC(=O)c3ccc(-c4cccc(Cl)c4)o3)c2n1 | 78%[activator] |
| Cc1cc(-n2c(C)nc3ccccc3c2=O)ccc1NC(=O)C(F)(F)F | 37%[activator] |
| CCc1nc2c(c(-c3ccc(Cl)cc3)n1)CN([S+](=O)([O-])c1c(C)noc1C)CC2 | i |
| Cc1nn(Cc2ccccc2)c(C)c1NC(=O)c1cc(C(C)C)on1 | ? |

Carrying on:
| molecule | Pf Dd2 growth |
| --- | --- |
| CC(C)NC(=O)C[C@@H]1C[C@H]2O[C@H](CNC(=O)N3CCOCC3)[C@@H](O)[C@H]2O1 | 9%[44.1 µM] |
| CC(C)NC(=O)N(C1CC1)C1CCOC2(CCN(C(=O)Cc3ccccc3F)CC2)C1 (stereo not drawn) | 2% |
| O=C(NCc1ccccc1F)c1ccc2c(c1)CN(C1CCC1)CCO2 | i |
| Cc1cccc(OCCc2noc(C3CCCN(Cc4ccccn4)C3)n2)c1 (stereo not drawn) | ? |
| Cn1nccc1CCC(=O)N[C@@H]1COCC[C@H]1Oc1ccc(CO)cc1 | -9% |
| Cc1cc(C)c(S(=O)(=O)NCC2CCC(C(=O)NCCc3ccccc3)CC2)c(C)c1 (stereo not drawn) | -17% |
| CCC(C)NC(=O)c1c(C)oc2nc(C)nc(N3CCOCC3)c12 (stereo not drawn) | 48%[activator] |
| O=C(c1cccnc1)N1CC(COc2ccccc2)C2(C1)CN(c1ccccc1)C2 (stereo not drawn) | -26%[44.1 µM] |

Further compounds
| molecule | Pf Dd2 growth |
| --- | --- |
| CCn1nccc1C(=O)N1CCC2(CC1)c1nccn1-c1ccccc1CN2C | 17%[5.79 µM] |
| CC(=O)Nc1ccc(NC(=O)c2cc3n(n2)CC(c2ccc(Cl)cc2)OC3)cc1 (stereo not drawn) | -36% |
| Cc1ncc2c(n1)CCCN(CC(=O)NC1CC1)C2=O | 35%[activator] |
| COCC(=O)N[C@@H]1CN(Cc2cccn2C)C[C@H]1CO | -12% |
| COC(=O)c1cc(OC)c(OC)cc1NC(=O)c1ccc2c(c1)CCN2S(=O)(=O)c1ccccc1 | 28% |
| Cc1ccc(-n2c(=O)c3ccc(C(=O)NCc4ccco4)cc3n(CC(=O)Nc3ccccc3C(F)(F)F)c2=O)cc1 | -15% |
| Cc1ncccc1Oc1ncnc(N2CCCCC(N)C2)c1C (stereo not drawn) | ? |
| C#CCNC(=O)C1CN(c2ccc(OC)cc2)C(=O)N1 (stereo not drawn) | -1%[44.1 µM] |

Going on with the list.
| molecule | Pf Dd2 growth |
| --- | --- |
| O=C(N1[C@H]2CC[C@@H]1c1cnc(-c3ccccc3)nc1C2)C1(c2ccccc2)CC1 | i |
| COc1ccc(NC(=O)Cn2c(C)cc3nc4n(c(=O)c32)CCCC4)cc1Cl | ? |
| CCn1cc(C(=O)NCCCOC)c(=O)c2cc(S(=O)(=O)N3CCCC3)ccc21 | 37%[activator] |
| CNC(=O)c1cn2c(n1)CN(C(=O)c1ccccc1)CC2 | 11%[44.1 µM] |
| COc1cccn(CC(=O)N(C)Cc2c(C)noc2C)c1=O | -1% |
| CCOc1ccccc1NC(=O)CSc1nc(-c2cccs2)cc(C(F)(F)F)n1 | 11% |
| CCCc1noc(-c2cccn3c(CNC(=O)CCC4CCCC4)nnc23)n1 | i |
| COc1ccc(NC(=O)C2CCCN2S(=O)(=O)c2ccc3nc(-c4ccccc4)[nH]c3c2)cc1 (stereo not drawn) | ? |

Next part
| molecule | Pf Dd2 growth |
| --- | --- |
| CC(C)CNc1ccc2c(n1)C(C)(C(=O)Nc1ccn(C)n1)CN(Cc1ccccc1)C2 (stereo not drawn) | -14%[44.1 µM] |
| COc1cccc(C2Cn3nnc(-c4nc(-c5ccc(Cl)cc5)no4)c3CO2)c1 (stereo not drawn) | i |
| O=C1CCCCC(C(=O)N2CCCCC2)N1 (stereo not drawn) | 10% |
| O=C(Nc1cccc(F)c1)N1CCC(N2CC3CC(C2)[C@H]2CCCC(=O)N2C3)CC1 (stereo partly drawn) | -12% |
| COc1cccc([S+](=O)([O-])N2CCn3c(nnc3-c3ccc(Cl)cc3)C2)c1 | 1% |
| Cn1cnnc1CC1CCN(C(=O)c2cn3ccsc3n2)CC1 | 14% |
| O=C1NCCOCCCN(S(=O)(=O)c2cccc3cccnc23)[C@H]2CCCC[C@@H]12 | ? |
| CCOc1ccc(-c2ccnc(N3CCNC(C)C3)n2)cc1C(=O)O (stereo not drawn) | 15% |

(more compounds)
| molecule | Pf Dd2 growth |
| --- | --- |
| O=C(NC1CC1)C1COC2(CCN(C(=O)c3ccc(Cl)cc3)CC2)N1C(=O)c1cccc(F)c1 (stereo not drawn) | i |
| O=C(Cn1nc2c(cc1=O)CCCCC2)Nc1ccccc1Cl | -10% |
| Cc1ccc(NC(=O)C2CCCN(c3cnn(Cc4ccccc4)c(=O)c3)C2)c(C)c1 (stereo not drawn) | -27% |
| COCC1CN(C)CC12CCN(C(=O)NC1CCCCC1)CC2 (stereo not drawn) | 21% |
| O=C(Cn1c(-c2cccs2)cc2ccccc21)NCCc1ccc(Cl)cc1 | ? |
| COC(=O)[C@H]1CN(C(=O)c2cccnc2)CCN1C(=O)C1CCCCC1 | i |
| CC(C)CS(=O)(=O)Nc1ccc([C@H]2OCC(=O)N[C@@H]2CO)cc1 | 6%[44.1 µM] |
| CCS(=O)(=O)N1CC(=O)N(c2cccc(Cl)c2)C(C)(C(=O)NC2CCCCCC2)C1 (stereo not drawn) | -18% |

Later entries:
| molecule | Pf Dd2 growth |
| --- | --- |
| Cc1ccc(C(=O)NCCC(C)C)cc1NC(=O)c1nsc2ccccc12 | ? |
| COc1ccc(CNc2cc3c(cn2)CN(C)CCN3)cc1OC | 11%[44.1 µM] |
| COCCNC(=O)C1(C)CCc2cnc(Nc3cccc(OC)c3)nc21 (stereo not drawn) | 3%[44.1 µM] |
| CC(CNC(=O)CCS(=O)(=O)c1ccc2c(c1)oc(=O)n2C)c1ccccc1 (stereo not drawn) | -16% |
| Cc1ccc(C2Cn3nnc(C(=O)N4CCC(C(=O)NC5CCN(C)CC5)CC4)c3CO2)cc1 (stereo not drawn) | 1% |
| Cc1n[nH]c(C)c1CCC(=O)N1CCC(C2CCN(S(C)(=O)=O)CC2)C1 (stereo not drawn) | 3% |
| O=C1CO[C@H]2CN(CCCc3ccccc3)C[C@H]2N1Cc1ccc(F)cc1 | -27%[44.1 µM] |
| Cn1ccc2c(C(=O)NCc3cccnc3)nc(-c3cccc4cc[nH]c34)cc21 | -7%[44.1 µM] |

Continuation:
| molecule | Pf Dd2 growth |
| --- | --- |
| COc1ccccc1CC(=O)N1CCc2c(nc3cc[nH]n3c2=O)C1 | ? |
| CCOc1ccc(NC(=O)CSc2nc(-c3ccc(F)cc3)cc(C(F)(F)F)c2C#N)cc1 | 16%[5.79 µM] |
| CN1CCN2C(=O)N(C3CCOCC3)C[C@H]2C1 | 12%[44.1 µM] |
| CC(C)CNc1ccc2c(n1)C(C)(C(=O)NC1CCC(O)CC1)CN(Cc1ccccc1)C2 (stereo not drawn) | ? |
| Cc1noc([C@@H]2CC(F)(F)CN2C(=O)c2ccoc2C)n1 | i |
| C#CCNC(=O)C[C@@H]1c2nc(NC(=O)C(C)(C)C)sc2C[C@@H]2[C@](C)(CO)[C@H](O)CC[C@]21C | i |
| OCc1cc(CC2(NCC3CC3)COC2)no1 | 2%[44.1 µM] |
| O=C(NCc1ccc(Cl)cc1)c1ccc(N2CC3CC(C2)[C@H]2CCCC(=O)N2C3)nc1 (stereo partly drawn) | ? |

Carrying on:
| molecule | Pf Dd2 growth |
| --- | --- |
| O=C(c1ccccc1-c1ccccc1F)N1CCCC(CO)(Cc2ccccc2F)C1 (stereo not drawn) | ? |
| O=C(Cc1cccc(F)c1)N1CCN2CCS(=O)(=O)N(C3CC3)C(=O)C2C1 (stereo not drawn) | i |
| CCS(=O)(=O)NCC(c1ccco1)N1CCN(c2ccc(F)cc2)CC1 (stereo not drawn) | 25% |
| CC(C)c1nc2c(c(-c3ccc(Cl)cc3)n1)CCN(Cc1ccc(N(C)C)cc1)CC2 | ? |
| CCC(=O)Nc1ccc2nc(SCCOc3cccc(C)c3)sc2c1 | i |
| CCOc1ccc(CCCC(=O)N2CC[C@@](C)(O)[C@@H](O)C2)cc1C | 19% |
| CC1(C(=O)NCc2cnccn2)CCCc2cnc(NCc3ccccc3)nc21 (stereo not drawn) | -11%[44.1 µM] |
| O=C(NCc1cccnc1)C1=NOC2CN(C(=O)Nc3cccnc3)CC12 (stereo not drawn) | 13% |

Remaining list, next part:
| molecule | Pf Dd2 growth |
| --- | --- |
| O=C1CC(c2noc(Cc3ccc(F)cc3)n2)CN1c1ccc(F)c(Cl)c1 (stereo not drawn) | -1% |
| CC(=O)c1ccc(N2CCN(c3ccc(NC(=O)c4cccs4)cc3C(=O)O)CC2)cc1 | i |
| COc1ccccc1N1CCN(c2nc(-c3ccc(C)cc3)nc3ccccc23)CC1 | i |
| Cc1ccc(-c2cn3c(n2)sc2cc(C(=O)NC4CCCc5ccccc54)ccc23)cc1 (stereo not drawn) | ? |
| COc1ccc(-c2nnc(SCC(=O)Nc3cccc(C(F)(F)F)c3)nc2-c2ccc(OC)cc2)cc1 | 12% |
| COc1ccc(-c2cc3c(cn2)CN(Cc2ccccc2)CCN3)cc1OC | 11µM* |
| CCc1cnc2c(c1SC(C(C)=O)C(=O)N(C)C)c(=O)n(C)c(=O)n2C (stereo not drawn) | -4% |
| Fc1ccc2nc(CO[C@H]3CN(Cc4cnc5ccccc5c4)C[C@H]3F)[nH]c2c1 | -12%[44.1 µM] |

Further records follow.
| molecule | Pf Dd2 growth |
| --- | --- |
| Cc1ccc(CN2CCc3ncc(C(=O)NCc4ccccc4)n3CC2)o1 | 10%[44.1 µM] |
| COc1cc(NC(=O)c2cc(S(=O)(=O)N3CCc4ccccc43)cn2C)cc(OC)c1OC | ? |
| COC1CCOC2(CCN(C(=O)c3ccco3)CC2)C1 (stereo not drawn) | 20% |
| CC1(C)CN(C(=O)c2cccc(-c3ncc[nH]3)c2)CC1(C)O (stereo not drawn) | -6% |
| CC[C@H]1CN(S(=O)(=O)c2ccccc2)CC[C@H]1CC(=O)N(C)CCC#N | 6%[44.1 µM] |
| CCOC(=O)c1cc(NC(=O)c2ccc(F)cc2)c(=O)n2c1oc1ccccc12 | 28% |
| CCc1n[nH]c(CC2CCN(C(=O)Cc3c[nH]c4ccccc34)CC2)n1 | ? |
| COc1ccc2c(c1)CCc1sc(NC(=O)c3cccc(Br)c3)nc1-2 | -16% |
| Cc1ccc(CNC(=O)c2ccc(-n3cnc4cccnc43)cc2)cc1 | i |
